Calpain2 inh – blocks pig calpain II enzyme activity | actives 0.37% (n = 220,000) | purified calpain II, fluorogenic peptide substrate, 30 min | inhibition, % at 16 µM;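 active = inhibition above about 50%, limit read from the data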
PERK inh – inhibitors of human PERK kinase; actives 0.17% (n = 220,000); Q9NZJ5; inhibition, % at 5.6 µM; CHO PERK-DD fusion, SEAP luminescence translation reporter;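 active = inhibition above the mean inhibition of all tested compounds plus 3 SD, set separately per screening campaign, cut at about 2.9% in these data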;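 also: PERK kinase domain activated by AP20187 dimerizer at 100 nM; 0% = DMSO with dimerizer and 100% = rapamycin at 8.4 µM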
Target sequence (Q9NZJ5 whole entry, looked up, the tested form may be a part): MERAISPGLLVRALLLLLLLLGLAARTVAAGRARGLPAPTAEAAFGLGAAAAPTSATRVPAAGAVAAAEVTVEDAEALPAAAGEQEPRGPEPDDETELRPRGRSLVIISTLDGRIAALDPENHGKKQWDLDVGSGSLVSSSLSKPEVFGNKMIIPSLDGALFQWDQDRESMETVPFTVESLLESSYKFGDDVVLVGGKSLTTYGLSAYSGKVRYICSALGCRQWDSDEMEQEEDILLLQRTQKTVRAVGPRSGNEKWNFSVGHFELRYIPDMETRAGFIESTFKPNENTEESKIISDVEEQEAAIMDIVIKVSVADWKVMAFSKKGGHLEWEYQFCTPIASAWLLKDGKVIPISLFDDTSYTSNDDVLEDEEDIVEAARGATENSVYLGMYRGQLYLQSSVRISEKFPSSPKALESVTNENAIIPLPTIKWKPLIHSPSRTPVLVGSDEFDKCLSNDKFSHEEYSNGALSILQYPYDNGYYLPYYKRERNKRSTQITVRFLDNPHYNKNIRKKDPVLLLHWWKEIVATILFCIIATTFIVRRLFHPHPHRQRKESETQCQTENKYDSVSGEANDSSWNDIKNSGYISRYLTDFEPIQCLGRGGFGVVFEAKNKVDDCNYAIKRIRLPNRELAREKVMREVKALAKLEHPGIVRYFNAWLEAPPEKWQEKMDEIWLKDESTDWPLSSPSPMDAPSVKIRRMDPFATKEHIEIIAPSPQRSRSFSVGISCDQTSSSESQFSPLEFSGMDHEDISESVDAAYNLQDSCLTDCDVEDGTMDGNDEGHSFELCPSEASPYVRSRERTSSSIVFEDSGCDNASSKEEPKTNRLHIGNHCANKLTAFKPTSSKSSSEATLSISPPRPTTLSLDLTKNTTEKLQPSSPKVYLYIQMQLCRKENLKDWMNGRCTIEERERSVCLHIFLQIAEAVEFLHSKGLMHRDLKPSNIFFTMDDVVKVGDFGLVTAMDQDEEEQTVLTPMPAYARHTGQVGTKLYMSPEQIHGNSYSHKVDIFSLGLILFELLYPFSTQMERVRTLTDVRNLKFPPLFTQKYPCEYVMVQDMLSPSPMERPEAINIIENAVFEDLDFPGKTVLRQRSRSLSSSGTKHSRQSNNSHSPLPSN
Rad51 HR inh – blocks human Rad51 in homologous recombination; Q06609; hRad51 DNA strand exchange, fluorescence dequenching; inhibition, % at 10 µM; actives 0.085% (n = 200,000); AID 1385;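 active = inhibition above 40% at the single screening dose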;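 also: 0% = DMSO control wells and 100% = blanks with heterologous ssDNA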
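Test system: preformed human Rad51 ssDNA filaments; also added: Donor/quencher-labelled 47-bp dsDNA substrate; doses: 10 µM final, single point; times: 37 °C 15-min filament assembly, 30-min compound preincubation, 15-min exchange; detection: FRET fluorescence dequenching, excitation 485 nm, emission 520 nm; read-out basis: Fluorescence-based percent inhibition, control- and blank-normalised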
TNF death inh – blocks TNF-alpha induced death of Jurkat FADD-/- cells | Jurkat FADD-/- TNF necroptosis rescue, ATP luminescence, 24 h; 0 = TNF only, 100 = no-TNF cells | activation (protection from cell death), % at 10 µM | actives 0.068% (n = 220,000) | AID 463075;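 active = activation, meaning protection from cell death, of at least 50% relative to plate controls; inactive = activation below 50%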;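 also: necroptosis triggered by 40 ng/mL TNF-alpha added together with compound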
L929 necroptosis – blocks zVAD induced death of L929 cells | viability rescue, % at 10 µM | L929 zVAD necroptosis rescue, ATP luminescence, 24 h; with zVAD 60 µM | actives 0.38% (n = 220,000);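 active = activation, scaled between plate controls, above about 75%, limit read from the data; inactive = activation under that limit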;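 also: 0% = zVAD with DMSO and 100% = DMSO alone without zVAD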
KCC2 mod – modulates chloride dependent transport by human KCC2; B-score of Tl+ flux slope (higher = more flux/activation; lower = inhibition) at 10 µM; KCC2 cells, thallium flux FluoZin-2 fluorescence; Q9H2X9; actives 2.2% (n = 190,000);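 active = thallium flux slope and its plate-corrected score both differing from the plate sample mean at a set confidence after two filtering rounds, in either direction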;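 also: slope of fluorescence scaled to starting intensity during 10 to 20 s after thallium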
EBV gp42 block – EBV gp42 inhibition | actives 0.42% (n = 220,000) | Fluorescence polarization binding assay, mP read-out | Q1HVG2 | inhibition, % (tested at 21.74 µM); in the data active = inhibition above about 50%
eIF4E 4G PPI – blocks eIF4E binding to eIF4G; actives 0.37% (n = 220,000); inhibition, % at 21.7 µM; AID 782; TR-FRET eIF4E-eIF4GI(517-606) binding, 2 h; P63073+Q04637;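 active = inhibition above about 30%, limit read from the data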;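 also: 0% = full FRET control wells and 100% = background wells lacking eIF4GI fragment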
Mdm2 ligase inh – inhibitors of human Mdm2 E3 ubiquitin ligase; cell-based MDM2 ubiquitination luciferase reporter, 2 h; 0 = plate control, 100 = twice control, blank-subtracted; signal enhancement, % at 5 µM; actives 0.11% (n = 210,000); AID 1230;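 active = signal enhancement of 30% or more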;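 also: luminescence tracks abundance of the self-degrading MDM2-luciferase fusion protein; higher signal means inhibition of MDM2 E3 ligase activity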
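Assay system: stable mammalian line carrying autodegrading MDM2–luciferase fusion reporter; Input: 2000 cells in each well; Compound dosing: single-point 5 µM; Schedule: 2 h compound exposure at 37 °C; Signal: SteadyLite luciferase luminescence after 15 min room-temperature reagent incubation; Evaluation: % luminescence enhancement versus blank-corrected plate control mean; Benchmarks: plate controls and plate blanks.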
Starred values were filed as active, the others as inactive; x = not tested or not shown; & = joins results of further samples; [ ] = dose if it differs, or a comment.

SMILES	Calpain2 inh	PERK inh	Rad51 HR inh	TNF death inh	L929 necroptosis	KCC2 mod	EBV gp42 block	eIF4E 4G PPI	Mdm2 ligase inh
O=C(Cc1ccc(Cl)cc1)N/N=C/c1ccccc1	9.2	0.6	4.0	-0.4	37.3	-0.577	-2.9	0.5	9.9
N/C(=N\OC(=O)COc1ccc([N+](=O)[O-])cc1)c1ccncc1	30.2	-0.9	-8.6	-0.2	4.8	0.144	-1.0	1.0	-12.7
Cc1noc(C)c1S(=O)(=O)N(CC(=O)Nc1ccc2c(c1)OCCO2)c1ccc(C(C)C)cc1	-9.2	0.2	6.9	0.0	2.0	-2.15	-9.8	1.3	-4.3
CCOC(=O)c1nnn(-c2nonc2N)c1CS(=O)(=O)c1ccccc1	-10.8	-0.2	-5.3	-0.9	0.0	0.265	-6.3	2.3	-6.3
COc1cccc2cc(C(=O)N3CCN(c4ncccn4)CC3)c(=O)oc12	-6.6	-0.9	1.2	0.6	0.1	x	-6.2	1.9	-4.7
CCOC(=O)N1CCC(Nc2c(NCCCN(CC)CC)c(=O)c2=O)CC1	-13.7	0.7	-9.4	0.6	2.8	1	-6.4	-0.5[fluorescence artefact?]	0.6
CCn1cc([N+](=O)[O-])c(C(=O)Nc2c(C)nn(Cc3cccc(F)c3)c2C)n1	0.7	0.9	6.0	1.7	0.8	0.537	1.2	8.5	2.0
Cc1c(/C=N/NC(=O)CNc2ccccc2)c2ccccn2c1C(=O)c1ccncc1	-0.1	0.3	6.4	-4.4	0.9	-1.32	-8.3	-1.0	-45.5
CC(Sc1nc(=O)cc(N)n1CCc1ccccc1)C(=O)NCc1ccccc1 (configuration not stated)	-4.9	0.3	0.9	2.7	6.0	0.952	-12.6	-1.5	-3.8
C=CCNC(=O)c1c(Cl)cnn1-c1ccc(C)cc1	2.6	0.7	31.4	1.9	-0.1	-0.411	-5.3	0.8	-9.4
O=C(CSc1nc(-c2ccccc2)c(-c2ccccc2)o1)N1CCOCC1	-14.8	-1.5	4.5	-4.8	-0.3	-1.58	3.2	11.2	-7.1
CCSc1nc2ccccc2c(=O)n1CCc1ccc(OC)c(OC)c1	8.3	1.1	13.0	-1.1	-1.1	x	-16.4	2.0	x
Nc1ccccc1OCCOCCOCCOc1ccccc1N	5.2	-0.2	2.0	-2.3	-0.5	x	-10.0	3.5	20.9
O=C(CCCC(=O)OCC(=O)c1cccs1)Nc1ccc(Oc2ccccc2)cc1	2.8	0.0	1.0	-4.7	0.0	-0.0713	-7.2	-1.5	-8.9
CC(=O)Nc1cc(Cl)ccc1OS(=O)(=O)c1ccc(C)cc1	17.1	-0.5	1.1	1.1	0.6	0.776	1.1	-26.4	-0.8
CCN(CC(=O)Nc1ccc2c(c1)OCCO2)Cc1cc(=O)n2ccsc2n1	-32.6	-0.8	0.9	-1.7	0.2	-0.365	1.2	0.6	-4.5
O=C(CO/N=C/c1cccc([N+](=O)[O-])c1)NC1CCCCC1	-3.9	0.6	-3.5	1.6	1.0	0.246	-7.5	-7.0	-3.7
CCNC(=O)CC1SC(=Nc2ccc(C)cc2)N(CC)C1=O (configuration not stated)	-3.8	0.0	2.0	-0.5	0.4	-0.199	-5.3	-3.0	-6.6
Cc1cc2c(cc(C(=O)N3CCC(C(=O)N4CCCC4)CC3)n2Cc2c(F)cccc2Cl)o1	-7.2	-1.9	0.8	-3.6	-0.8	-1.72	-13.3	-1.9	-10.6
CC(C(=O)NCC1CCCO1)c1ccc([N+](=O)[O-])cc1 (configuration not stated)	-7.2	0.2	10.6	0.9	1.1	0.0392	-2.0	1.7	-3.2
CC(OC(=O)C12CC3CC(CC(O)(C3)C1)C2)C(N)=O (configuration not stated)	-16.6	1.1	-0.5	-0.1	3.7	0.388	-9.5	5.3	-7.2
COC(=O)C1=C(Nc2ccccc2NC(=O)CCCC(=O)O)CSC1	5.4	0.6	x	1.7	0.6	-0.504	-11.6	-2.0	-2.4
COCCNC(=O)CCCn1c(=O)c2cc(OC)c(OC)cc2n(CC(=O)NCCC2=CCCCC2)c1=O	-53.0	1.0	5.8	1.7	0.9	1.26	-7.3	9.6	11.0
Cc1ccc(-c2nnc(NC3CCCCC3)c3ccccc23)cc1S(=O)(=O)N1CCN(C)CC1	-43.3	-2.9	x	-1.0	-0.6	x	11.3	0.2	-12.3

4 entries from above, set out differently.
Each structure is followed by: Calpain2 inh, PERK inh, Rad51 HR inh, TNF death inh, L929 necroptosis, KCC2 mod, EBV gp42 block, eIF4E 4G PPI, Mdm2 ligase inh
> CC(=O)Nc1cc(Cl)ccc1OS(=O)(=O)c1ccc(C)cc1
→ 17.1, -0.5, 1.1, 1.1, 0.6, 0.776, 1.1, -26.4, -0.8
> Cc1ccc(-c2nnc(NC3CCCCC3)c3ccccc23)cc1S(=O)(=O)N1CCN(C)CC1
→ -43.3, -2.9, x, -1.0, -0.6, x, 11.3, 0.2, -12.3
> CC(C(=O)NCC1CCCO1)c1ccc([N+](=O)[O-])cc1 (configuration not stated)
→ -7.2, 0.2, 10.6, 0.9, 1.1, 0.0392, -2.0, 1.7, -3.2
> O=C(CO/N=C/c1cccc([N+](=O)[O-])c1)NC1CCCCC1
→ -3.9, 0.6, -3.5, 1.6, 1.0, 0.246, -7.5, -7.0, -3.7

(further entries)
SMILES	Calpain2 inh	PERK inh	Rad51 HR inh	TNF death inh	L929 necroptosis	KCC2 mod	EBV gp42 block	eIF4E 4G PPI	Mdm2 ligase inh
CCOC(=O)N1CCN(C(c2ccccc2)c2sc3nc(C)nn3c2O)CC1 (configuration not stated)	-14.5	0.1	8.6	-0.8	0.0	-0.325	-12.7	3.7	-3.3
CCCN(Cc1nc(-c2ccc(Cl)cc2)no1)CC1CCCO1 (configuration not stated)	11.6	1.4	-8.3	0.3	-1.6	-0.342	-10.0	1.9	-14.1
CNc1nc(-c2ccccc2)cc(C(F)(F)F)c1C#N	-89.5	0.0	-5.8	-3.8	-0.1	x	-6.2	0.2[fluorescence artefact?]	-10.6
CC1CN(S(=O)(=O)c2ccc(NC(=O)CCCN3C(=O)c4ccccc4C3=O)cc2)CC(C)O1 (configuration not stated)	-8.2	-1.0	4.2	0.0	1.0	x	-1.1	-5.9	-6.3
COc1ccccc1CN(C)C(=O)C1COc2ccccc2O1 (configuration not stated)	28.8	-0.2	-2.9	2.8	-0.2	-0.662	-5.9	4.8	-9.3
COc1ccc(CCc2nc(C)ccc2O)cc1	7.9&-25.8	-0.2&0.7	4.9&-2.9	0.4&-4.5	0.7&-0.8	-0.0469&-0.319	7.0&-16.8	0.3&-1.6	-41.5&1.8
Cc1[nH]n(C(N)=S)c(=O)c1C(c1ccccc1)C(C#N)C#N (configuration not stated)	-31.0	-0.1	13.5	-1.8	0.2	0.193	-19.0	-1.5	-3.9
COc1ccc(N=C2S/C(=C\c3ccc(OC(C)C(=O)O)c(OC)c3)C(=O)N2CCc2c[nH]c3ccccc23)cc1 (configuration not stated)	-236.6	1.7	-6.8	3.4	49.6	-1.72	-5.9	9.0	-1.7
Cc1nn(-c2ccccc2)c2c1/C(=N/O)CC(C)(C)C2	24.3	0.3	x	-3.4	0.2	x	5.1	5.9	-11.2
CCSc1nnc([C@@H](NC(=O)OC(C)(C)C)C(C)C)o1	-38.5	-0.1	x	1.7	-0.1	1.25	-8.0	3.0	-10.8
COc1ccc(S(=O)(=O)N2Cc3ccccc3CC2C(=O)Nc2ccc3c(c2)OCO3)cc1 (configuration not stated)	-60.1	-1.4	-6.0	-3.1	-1.2	-1.52	0.9	-23.4[fluorescence artefact?]	-4.8
Cc1ccc(N2CCN(/N=C/c3cccs3)CC2)cc1	-29.6	0.5	-4.3	-2.3	-0.2	x	-8.8	3.4[fluorescence artefact?]	-7.3
S=C(Nc1ccccc1Cl)N(CCN1CCCCC1)Cc1ccco1	12.4	-0.3	-10.1	0.9	-0.8	-1.14	7.0	2.7	-7.7
CCc1nnc(NC(=O)CSc2nnc(COc3ccccc3C)o2)s1	9.5	0.3	-0.4	0.1	3.2	x	-27.6	5.4	8.9
COc1ccc2c(CC(=O)Nc3nnc(C4CC4)s3)coc2c1	3.1	-0.5	2.6	-0.7	-0.2	-0.124	-18.8	1.4	4.5
COc1ccc(C)cc1NC(=S)N1CCN(c2ncccn2)CC1	22.7	0.4	25.7	0.1	0.2	-0.397	-2.8	0.2	-29.8
CN(C)/C=C(\C(=O)c1ccc(F)cc1F)c1nnnn1-c1ccccc1	-8.5	1.0	x	0.3	-0.1	-0.852	8.2	0.8	-5.7
N#C/C(=N/Nc1ccccc1[N+](=O)[O-])C(N)=S	-15.8	0.2	3.6	-6.9	0.5	0.737	-7.9	-5.9	-10.3
Cc1cc(C(=O)N/N=C/c2cccc(OC(=O)c3ccco3)c2)n[nH]1	-26.1	1.9	-34.4	24.8	43.6	-1.02	-10.9	-3.8	-10.6
O=C(NNC(=O)C1CC=CCC1C(=O)O)c1cccs1 (configuration not stated)	-14.3	0.4	-5.2	0.0	1.4	x	-6.5	2.5	-21.1
COC(=O)C1CCCN1C(C(=O)NC1CCCCC1)c1ccc(Cl)cc1 (configuration not stated)	3.0	0.4	x	0.6	x	-0.535	-9.1	4.2	x
CC(C)n1c(Nn2cnnc2)nc2ccccc21	-29.8	0.7	4.2	0.6	0.1	-1.15	-4.8	3.3	-12.8
CCCCCCc1cc2cc(C(=O)OCC)c(=O)oc2cc1O	-332.1	0.2	-9.2	-2.8	2.0	-0.268	2.1	-0.4	-14.5
O=C(CCNC(=O)c1ccco1)Nc1ccc(SC(F)F)cc1	6.4	0.3	-11.4	1.2	0.7	-1.31	-12.2	1.2	3.8
CCOc1cc(NC(=S)Nc2ccccc2)c(OCC)cc1NC(=O)c1ccc(OC)cc1	-218.4	-0.2	-4.9	-8.2	1.1	x	-17.8	-6.0	-13.4
Cc1cc(-c2n[nH]c(=S)n2/N=C/c2ccc(C)o2)n[nH]1	-20.0	0.2	x	-1.2	0.0	-0.311	-1.4	-4.5	3.9
COc1ccc(-c2cc(C(F)(F)F)nc(SCC(=O)N(C)Cc3cn(C)nc3C)n2)cc1OC	-129.3	-1.1	1.4	1.2	0.8	-0.0391	-13.8	7.6	1.3
C/C(CC(=O)NCc1ccco1)=N\NC(=O)COc1ccc(Cl)cc1Cl	7.2	0.4	1.8	-4.2	2.3	-1.19	-5.8	2.4	-1.7
COCCCNCC1C(Oc2ccc(Cl)cc2)C(=O)N1c1ccccc1C (configuration not stated)	19.8	-1.4	5.3	2.7	0.0	0.0921	-9.2	-13.3	-10.0
CCOC(=O)c1nnn(-c2nonc2N)c1CN1CCc2ccccc2C1	-24.1	0.3	4.6	-1.8	-0.2	x	4.9	2.6	-4.2
Cc1cc(C)nc(SCc2cnc(C)nc2N)n1	-8.4	0.0	-5.6	1.4	1.8	0.291	-15.7	-1.2	-11.8
CCOC(=O)COn1c2c(c3c4no[n+]([O-])c4ccc31)CCCC2	2.2	0.8	-9.4	-1.4	0.2	0.484	-15.3	-16.2	-4.7
Cc1ccc(S(=O)(=O)Cc2ccc(C(=O)N3CCN(c4cc(C)ccc4C)CC3)o2)cc1	-17.2	1.3	0.2	-6.9	6.4	x	-18.5	-0.1	-18.1

Hits appear at their usual frequency. About 3.6% of those tested had a hit in this group.
